GAA850 FXN act: activators of GAA850 frataxin (FXN) promoter | HEK293 lucGAA850 FXN promoter luciferase reporter, 24 h; percent of 10 µM SAHA response | activation, % at 6 µM | 360,000 compounds, 0.56% hits | AID 540364;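 active = activation above the average of all compounds screened plus 3 SD, cutoff fixed separately per campaign, cut at about 7.5% in these data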;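 also: 0% = DMSO wells and 100% = 10 µM SAHA wells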
NPR1 activator: GC-A (human) enzyme activation | P16066 | HEK293 GC-A cells, cGMP TR-FRET, EC30 ANP; 0% at EC30 ANP, 100% saturating ANP | activation, % at 10 µM | 370,000 compounds, 0.14% hits; in the data active = activation above about 40%
HGIII-sPLA2 inh: Blocks human group III sPLA2 activity | AID 743126 | inhibition, % at 12.2 µM | 370,000 compounds, 0.56% hits | QFRET BODIPY PC-A2 liposome hydrolysis, fluorescence | Q9NZ20;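 active = inhibition above mean plus 3 SD of compounds lying within the high and low control bounds, cut at about 19% in these data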;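 also: 0% = median of test compound wells and 100% = no enzyme DMSO wells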
Target sequence (Q9NZ20 whole entry, looked up): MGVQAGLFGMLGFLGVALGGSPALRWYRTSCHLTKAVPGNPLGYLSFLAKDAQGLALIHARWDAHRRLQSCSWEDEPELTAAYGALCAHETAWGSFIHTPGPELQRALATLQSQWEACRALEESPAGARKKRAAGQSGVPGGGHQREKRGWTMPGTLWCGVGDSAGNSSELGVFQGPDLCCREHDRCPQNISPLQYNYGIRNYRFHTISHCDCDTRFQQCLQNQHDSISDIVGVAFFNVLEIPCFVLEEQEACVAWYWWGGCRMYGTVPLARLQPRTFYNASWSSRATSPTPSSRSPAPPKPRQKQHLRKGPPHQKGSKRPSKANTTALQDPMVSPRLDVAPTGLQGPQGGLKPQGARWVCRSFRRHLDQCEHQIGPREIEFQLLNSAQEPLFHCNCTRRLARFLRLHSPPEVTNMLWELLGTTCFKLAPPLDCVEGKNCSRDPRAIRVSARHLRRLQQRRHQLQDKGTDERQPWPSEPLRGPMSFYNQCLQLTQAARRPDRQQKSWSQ
hgDAF12 agonist: hgDAF-12 agonism, primary luciferase screen. HEK293 GAL4-hgDAF12 UAS-luciferase reporter, agonist luminescence; normalized to butyrate control. activation, % at 6.8 µM. 370,000 compounds, 1.8% hits;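 active = activation above a cutoff set at the mean of all screened compounds plus 3 SD, cut at about 10% in these data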;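 also: 0% = DMSO wells and 100% = sodium butyrate wells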
ADAM10 inh: inhibitors of human ADAM10. O14672. recombinant ADAM10, EDANS/DABCYL FRET peptide cleavage, 3 h. inhibition, % at 7 µM. 370,000 compounds, 0.62% hits;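 active = inhibition above a per-campaign cutoff equal to the mean of compounds falling between control-based bounds plus 3 SD, cut at about 20% in these data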;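 also: 0% = DMSO wells while the 100% control is not disclosed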
ssDAF12 agonist: activators of S. stercoralis DAF-12 nuclear receptor. HEK293 ssDAF-12/GRIP1 lit1-tk-luc reporter, luminescence; % of 3 µM dafachronic acid response. activation, % at 6.8 µM. 370,000 compounds, 1% hits. AID 652126;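 active = activation above the mean over all tested compounds plus 3 SD, cut at about 0.9% in these data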;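 also: 0% = DMSO-only wells and 100% = 3 µM delta7-dafachronic acid wells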
NPR2 activator: GC-B (human) receptor activation | activation, % at 10 µM | AID 1920062 | 370,000 compounds, 0.11% hits | HEK293-GC-B cells, CNP EC30, cGMP TR-FRET; 0% at EC30 CNP, 100% saturating CNP | P20594;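 active = activation at 10 µM reaching about 35% in either raw or pattern-adjusted values, limit read from the data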
DAX1 inh-1: DAX1 (NR0B1) inhibition, primary screen. HEK293T StAR-luciferase reporter, SF-1/DAX-1 repression relief. inhibition, % at 6.8 µM. 370,000 compounds, 1.1% hits. AID 652010;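 active = inhibition above the mean over all tested compounds plus 3 SD, cut at about 3.6% in these data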;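 also: 0% = DAX-1 cells with DMSO and 100% = cells lacking DAX-1 with DMSO; higher inhibition means more luminescence from relief of DAX-1 repression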
SMARCA2 act: activators of SMARCA2 function. AID 652017. MG213 cells, MMTV-luciferase reporter, dexamethasone, overnight. 370,000 compounds, 1% hits. activation, % at 9.1 µM; in the data active = activation above about 7.8%;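 also: 0% = vehicle wells and 100% = reference activator wells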
hcDAF-12 act: activators of H. contortus DAF-12 nuclear receptor | 370,000 compounds, 1.4% hits | activation, % at 6.8 µM | HEK293 hcDAF-12 lit1-tk-luc reporter, luminescence; 0% DMSO, 100% Δ7-dafachronic acid;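 active = activation above the mean of all tested compounds plus 3 SD, cut at about 5.5% in these data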;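 also: 100% = response to 3 µM Δ7-dafachronic acid high control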
DAX1 inh-2: NR0B1 (DAX1) inhibition | P51843 | HEK293 Gal4-DAX1 luciferase reporter, luminescence | inhibition, % at 6.75 µM | 340,000 compounds, 0.99% hits | AID 504766;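 active = inhibition above the mean over all tested compounds plus 3 SD, cut at about 4.2% in these data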;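 also: 0% = DAX1-transfected cells with DMSO and 100% = empty-vector control cells with DMSO; inhibition shows as a rise in luminescence from relieved DAX1 repression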
Target sequence (P51843 207-470 limits assumed): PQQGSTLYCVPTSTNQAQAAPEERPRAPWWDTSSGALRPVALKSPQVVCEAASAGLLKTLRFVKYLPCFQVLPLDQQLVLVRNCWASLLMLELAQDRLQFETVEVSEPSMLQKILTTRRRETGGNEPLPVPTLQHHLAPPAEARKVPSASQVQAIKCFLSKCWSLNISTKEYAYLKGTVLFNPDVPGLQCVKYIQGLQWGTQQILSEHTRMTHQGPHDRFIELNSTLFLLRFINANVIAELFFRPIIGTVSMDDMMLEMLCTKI
* = called active by the depositor; i = inactive; . = no result given. Not a hit list; any-hit rate near 6.6%.

SMILES | GAA850 FXN act | NPR1 activator | HGIII-sPLA2 inh | hgDAF12 agonist | ADAM10 inh | ssDAF12 agonist | NPR2 activator | DAX1 inh-1 | SMARCA2 act | hcDAF-12 act | DAX1 inh-2
COc1ccc(CC(=O)Nc2ccc(/C(C)=N\NC(=O)c3ccc(Br)o3)cc2)cc1 | 6.0 | 0 | -7 | 12* | 2 | 0.0 | -1 | 2.9 | 4 | 6.2* | 1.4
Cc1cc[n+](-c2[nH]c(=O)sc2/C=N/NC([S-])=Nc2ccccc2)cc1C | -2.5 | 4 | -47 | 1.3 | 6 | 0.3 | 5 | -0.2 | -2 | -0.2 | 0.2
Cc1nc2c(ccc3nc(NC(=O)c4ccc5c(c4)OCCO5)sc32)s1 | 2.2 | 2 | -4 | 6.9 | -5 | -0.3 | -4 | 3.5 | 8 | 1.8 | 2.2
Cc1ccccc1/C=N/n1c(-c2cc(-c3ccccc3)n[nH]2)n[nH]c1=S | 0.4 | -1 | 26* | -1.9 | -12 | -1.3 | -9 | 1.1 | 1 | -1.0 | 0.2
CC12CCC(=O)N1C(C(=O)Nc1cc(Cl)ccc1N1CCOCC1)CS2 (configuration not stated) | 0.5 | 5 | 0 | -1.6 | -13 | -1.3 | 4 | -0.1 | -2 | -0.9 | -0.5
CCCCC[n+]1cccc2c3ccccc3ccc21 | -2.5 | 14 | 2 | -8.2 | i | -2.6 | -7 | -2.6 | -7 | -5.0 | -4.2
CSCC[C@H](NC(=O)[C@@H]1Cc2c([nH]c3ccccc23)C2c3ccccc3C(=O)N21)C(=O)NCC1CCCO1 (some centres not stated) | -2.1 | -5 | -12 | -1.0 | -4 | -0.8 | -5 | 0.4 | 0 | -1.3 | 3.2
COc1ccccc1NC(=O)C/C(C)=N/NC(=O)C12CC3CC(CC(C3)C1)C2 | 3.0 | 0 | -6 | 5.3 | 7 | 0.0 | -2 | 1.1 | 2 | -1.2 | 1.5
O=C(NCc1ccccc1Cl)c1nnc(CS(=O)(=O)c2ccccc2)o1 | 0.9 | 4 | -26 | 3.0 | 17 | -1.1 | -1 | -0.3 | -3 | 0.1 | -0.4
CN1C(=O)N(C)C(c2cccc([N+](=O)[O-])c2)C2=C1CCCC2=O (configuration not stated) | 0.4 | -4 | 0 | -0.2 | 1 | -1.2 | 1 | -0.3 | -1 | -2.1 | 1.2
Cc1ccnc(NS(=O)(=O)c2ccc(NC(=O)COc3ccccc3)cc2)n1 | 0.9 | -3 | -2 | -0.5 | -2 | -0.7 | -6 | -0.1 | 5 | 2.8 | 1.7
O=[N+]([O-])c1ccc(N/N=C\c2cccnc2)nc1 | 0.1 | 0 | 4 | 0.6 | 1 | -2.1 | 0 | -0.4 | -1 | 1.4 | -0.8
Cc1ccc(S(=O)(=O)N2CCCCC2)cc1C(=O)c1nccn1C | 1.0 | 0 | 1 | -1.5 | -1 | -1.7 | 0 | 0.1 | 2 | -0.5 | 2.0
c1cc(-c2nnc3n2CCC3)[nH]n1 | 0.6 | 1 | 5 | 1.0 | 1 | -0.8 | 0 | 0.1 | 1 | 0.8 | -1.4
CCc1nc2ccc(C(=O)N(C)C(C)C)cn2c1N(CCC(C)C)CCN(C)C | -5.0 | -5 | -5 | 4.4 | -49 | -0.7 | -6 | 1.2 | -6 | 1.9 | .
Nc1cc(=O)[nH]c(N2CCN(c3ccccc3)CC2)n1 | -1.7 | -1 | -1 | 4.2 | -5 | -1.5 | -6 | -0.6 | 3 | -1.4 | 0.4
Cc1ccccc1C(=O)N/N=C1/SCC(=O)N1Cc1ccccc1 | -0.8 | 2 | 2 | -5.5 | 2 | 16* | 1 | 0.4 | -2 | -2.2 | -2.0
Cc1cccc2sc(NC(=O)CN(C)S(=O)(=O)c3cccs3)nc12 | -2.1 | 42* | -17 | -1.6 | 12 | -1.4 | -1 | -0.6 | -2 | 0.1 | 0.2
Cc1ccc(CNC(=O)Cc2ccc(-n3c(=O)[nH]c4ccsc4c3=O)cc2)cc1 | 3.2 | 1 | 0 | -1.7 | 3 | -1.3 | 0 | -0.1 | -2 | 0.5 | 2.2
O=C(COC(=O)c1ccco1)NC1CCCc2ccccc21 (configuration not stated) | -0.7 | -2 | -4 | -1.4 | -5 | -0.6 | 2 | 2.2 | 2 | 1.4 | 0.3
CCOC(=O)N1CCN(C(=O)c2ccc(N(Cc3ccc(Cl)cc3)S(C)(=O)=O)cc2)CC1 | -0.5 | 0 | -14 | -0.8 | -4 | -1.6 | -4 | -0.7 | -2 | -0.8 | -0.8
Cn1c(=O)c2c(O)c(Cc3ccccc3)c(=O)n(C)c2n(C)c1=O | -0.3 | 3 | 3 | -1.5 | -2 | -1.0 | 0 | 0.7 | -3 | -0.9 | 2.9
S=C1NCCNC(=S)NCCOCCOCCN1 | 1.8 | 4 | 18 | 1.2 | -3 | -1.1 | 0 | 0.2 | -3 | -0.3 | .
O=[N+]([O-])c1cccc(S(=O)(=O)Nc2ccc(-c3ccc(N4CCCC4)nn3)cc2)c1 | 1.8 | -6 | -3 | -0.4 | -6 | -0.7 | -5 | 0.7 | -1 | 2.1 | 0.9
COc1cc(=O)[nH]c(SC(C)C(=O)Nc2cc(C)on2)n1 (configuration not stated) | -1.1 | -3 | 2 | -1.9 | 0 | -1.1 | 0 | -0.4 | -1 | -1.3 | 1.7

(further entries)
SMILES | GAA850 FXN act | NPR1 activator | HGIII-sPLA2 inh | hgDAF12 agonist | ADAM10 inh | ssDAF12 agonist | NPR2 activator | DAX1 inh-1 | SMARCA2 act | hcDAF-12 act | DAX1 inh-2
CCOc1ccc(NC(=O)C2CCN(S(=O)(=O)c3c(C)noc3C)CC2)cc1 | -1.4 | -2 | -1 | -1.2 | 6 | -0.9 | 0 | 0.3 | -3 | 0.2 | 1.1
Cc1cccc(Cn2c(C)c(C)c3cc(C(=O)NCCN4CCOCC4)ccc32)c1 | -0.8 | 2 | -25 | -1.5 | -85 | -1.3 | 12 | 0.3 | -1 | -3.4 | -0.4
CN(C)c1ccc(-c2n(C)c3ccccc3[n+]2C)cc1 | 1.3 | 2 | 5 | -4.6 | -1 | -2.5 | 0 | -2.5 | -6 | -1.9 | -2.4
CC1CC(C)CN(C(=O)c2cc3ccccc3o2)C1 (configuration not stated) | 1.5 | -4 | 12 | 5.5 | -5 | -1.0 | 0 | 2.8 | 2 | 1.7 | 0.1
c1ccc(-c2nccc(-c3ccc(-n4cnc5ccccc54)cc3)n2)nc1 | 0.9 | -6 | 8 | 0.3 | -11 | -1.6 | -2 | -1.4 | -1 | -1.6 | -1.2
CCCCC(C(=O)NC1CCCC1)N(C(=O)c1snc(C(N)=O)c1N)c1ccc(OCC)cc1 (configuration not stated) | 1.5 | -4 | -1 | -0.9 | -7 | -1.4 | -6 | -0.1 | 1 | -1.4 | -0.9
COc1ccccc1NC(=S)N(Cc1ccco1)Cc1cc2cc(C)c(C)cc2[nH]c1=O | -6.0 | 4 | 6 | 1.3 | -29 | -1.5 | 0 | -2.1 | -3 | 0.3 | -2.0
CC(Sc1n[nH]c(N)n1)C(=O)Nc1cccc(S(=O)(=O)N2CCOCC2)c1 (configuration not stated) | 1.4 | 1 | 0 | 3.3 | 2 | -0.7 | 2 | 1.0 | 2 | 1.9 | 0.1
C=CCOc1ccc(C2/C(=C(/O)c3ccc(OC)cc3)C(=O)C(=O)N2CCN2CCNCC2)cc1 (configuration not stated) | -1.0 | 1 | -7 | 3.6 | 1 | -1.0 | -2 | 0.1 | 6 | -1.3 | -0.8
CCOc1ccc2[nH]c(=O)c(CN(CCCN3CCOCC3)C(=O)Nc3ccc(F)cc3)cc2c1 | -0.8 | -1 | -8 | 2.2 | 1 | -1.2 | 4 | 0.5 | 0 | 0.0 | 1.6
O=c1nc(N2CCOCC2)ccn1Cc1ccc(Br)cc1 | -2.0 | -1 | 10 | -1.3 | -5 | -1.4 | 3 | -0.1 | -1 | 2.3 | 0.3
COc1cc(/C=N/NC(=O)C(C)Nc2n[nH]c(=O)[nH]c2=O)cc(OC)c1O (configuration not stated) | -0.8 | 0 | 1 | 0.7 | -18 | -1.3 | 0 | -0.3 | -2 | -3.2 | -0.9
COc1ccc(NC(=O)CC2(CC(=O)O)CCCC2)cn1 | 1.8 | 0 | 6 | 2.1 | 1 | -1.2 | -1 | 0.1 | -1 | 0.1 | -0.6
O=C(C(c1ccccc1)C(O)(c1ccccc1)c1ccccc1)N1CCOCC1 (configuration not stated) | -4.3 | -23 | 2 | 0.1 | -18 | -1.4 | -13 | -0.3 | -4 | -0.3 | -0.9
COC(=O)c1ccc(COC(=O)CCc2nc(-c3ccccc3)c(-c3ccccc3)o2)cc1 | -3.3 | -4 | -34 | -1.7 | 5 | -1.8 | 3 | -1.2 | 0 | -1.9 | 1.2
CCOC(=O)COn1c(=O)c(C)[n+]([O-])c2ccccc21 | -0.5 | 2 | -1 | 1.7 | -17 | -0.6 | 2 | 0.4 | 0 | 0.6 | 0.4
CCCCN1C(=O)/C(=C/C=C2/C=Cc3ccccc3N2CC)SC1=S | 0.1 | -10 | 5 | -0.6 | -18 | -1.7 | -2 | -0.3 | -5 | -1.0 | 1.2
COc1ccc(NC(=O)C2CCCN(S(=O)(=O)c3cccc4nonc34)C2)cc1 (configuration not stated) | -0.1 | -1 | -1 | 0.4 | 16 | -0.5 | 1 | 1.5 | 5 | 0.4 | -0.4
COc1ccc(N2CCN(C(=O)Cn3c(=O)[nH]c4ccsc4c3=O)CC2)cc1 | 1.5 | 0 | 6 | -2.8 | 2 | -1.3 | -4 | -1.1 | -2 | -0.7 | -0.6
Oc1ccc(C(=S)N2CCCC2)cc1 | 0.0 | -1 | -1 | 0.9 | 0 | -0.2 | -1 | -0.2 | -2 | 0.2 | 0.0
C=CCN1C(=O)[C@@H](CC(=O)NCc2cccs2)[C@]2(C(=O)OC)CCCCC=C12 | . | 2 | 9 | 0.9 | -13 | -1.2 | -4 | -0.6 | -5 | -0.4 | .
CCS(=O)(=O)Nc1cc(C(=O)O)ccc1C | 0.5 | -3 | -4 | -2.2 | -11 | -0.5 | -1 | -0.2 | -3 | -0.6 | -0.1
CC(=O)NC(CC(=O)OCC(=O)c1ccc(NC(=O)CC(C)C)cc1)c1ccccc1 (configuration not stated) | -0.5 | 2 | -11 | 0.3 | -6 | -1.2 | 3 | 0.6 | -1 | -1.3 | -0.2
COCCn1c(SCC(=O)N2CCCc3ccccc32)nnc1-c1ccco1 | -0.1 | -2 | -4 | 2.1 | -1 | -1.2 | 0 | -0.3 | 2 | -1.1 | -0.7
O=C(O)CC1NCCc2ccccc21 (configuration not stated) | 1.6 | 2 | -8 | -2.2 | 6 | -1.1 | 2 | 0.6 | -3 | 0.2 | 2.8
Cn1c(NC(=O)Cc2ccc(F)cc2)cc(=O)n(C)c1=O | 0.1 | -2 | 6 | -1.5 | -7 | -1.3 | 7 | 1.0 | 2 | -2.8 | -0.2
